# VEEV TC-83 Vero: inhibitors of VEEV TC-83 cytopathic effect, confirmation, Vero cells (AID 588727) | Vero cells, VEEV TC-83 cytopathic effect inhibition; higher % means a stronger effect | one-dose inhibition, % at 20 µM; IC50 in µM for titrated hits | hit rate 0.13% among 350,000; in the data active = a potency from the dose series; inconclusive = inhibition mostly from about 14% at the one dose, without a potency; inactive = the rest, 99 in 100 with inhibition below about 12%; also: strong numbers were not always called active
# tuberculosis growth: growth inhibition of non-replicating M. tuberculosis (AID 488890); Mycobacterium tuberculosis non-replicating, growth inhibition; higher % means a stronger effect; inhibition, % at 25 µM; hits with a dose series show IC50 in µM; hit rate 0.39% among 320,000; in the data active = a potency from the dose series; inconclusive = inhibition mostly from about 82% at the one dose, without a potency; inactive = the rest, 99 in 100 with inhibition below about 76%;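 also: plate controls were DMSO cells for no effect and high antibiotic wells for full effect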
# H37Rv inhibition: M. tuberculosis growth inhibition, HTS (AID 449762) | M. tuberculosis H37Rv growth inhibition, 7H9 media; higher % means a stronger effect | inhibition, % at 25 µM; hits with a dose series show IC50 in µM | hit rate 0.59% among 330,000; in the data active = a potency from the dose series; inconclusive = inhibition above about 70% without an active follow-up result;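 also: bacterial growth assessed after seven days of incubation; strong numbers were not always called active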
# H1N1 NS1A inhibition: H1N1 influenza NS1A inhibitors, functional cell based assay (AID 504329); inhibition, % at 12.5 µM; hits with a dose series show IC50 in µM; hit rate 0.3% among 340,000; NS1A functional cell-based assay, percent inhibition; higher % means a stronger effect; in the data active = a potency from the dose series; inconclusive = inhibition above about 27% without an active follow-up result; also: strong numbers were not always called active
# PhoP GFP inhibition: PhoP regulon inhibitors, Salmonella typhi PhoP promoter GFP reporter, confirmatory (AID 1850). Salmonella Typhi PhoP-promoter GFP reporter, fluorescence, 4 h; higher % means a stronger effect. hit rate 0.33% among 310,000. inhibition, % at 50 µM; hits with a dose series show IC50 in µM; in the data active = a potency from the dose series; inconclusive = inhibition mostly from about 25% at the one dose, without a potency; inactive = the rest, 99 in 100 with inhibition below about 19%;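 also: 0% = induced wells with vehicle and 100% = uninduced wells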
# Numbers without * were called inactive; i = inactive; ? = inconclusive; nt = no result given.
compound | VEEV TC-83 Vero | tuberculosis growth | H37Rv inhibition | H1N1 NS1A inhibition | PhoP GFP inhibition
CN(C(=O)c1cccc(NC(=O)c2cccs2)c1)c1ccccc1 | 8.2% | 16% | 4% | 10% | -4%
CSc1ccc(CN(C)Cc2nc3cc(C(F)(F)F)ccc3c(=O)[nH]2)cc1 | i | ? | ? | -11% | 3%
Cc1nn(C(C)C(=O)NCC2CCCO2)c(C)c1[N+](=O)[O-] (stereo not given) | i | 3% | 3% | -15% | 14%
CC(=O)Nc1ccc(CN2CCN(CC=C(C)C)C(CCO)C2)cc1 (stereo not given) | 1.9% | 10% | -2% | -20% | -3%
Cc1ccc(-n2nc3c(c2NC(=O)CC(C)C)CS(=O)(=O)C3)c(C)c1 | i | -6% | 1% | 3% | 2%
O=C1NC(=S)N(c2cccc(Cl)c2)C12CCCCC2 | 0.9% | 35% | 1% | 4% | -4%
CCCCCN(C(=O)CCC(=O)OCC(=O)N(C)C1CCCCC1)c1c(N)n(CCCC)c(=O)[nH]c1=O | 2.8% | 4% | -5% | -4% | 2%
COc1cc(/C=C/c2nc(-c3ccccc3O)n[nH]2)cc(OC)c1OC | 8.6% | -6% | 4% | 2% | -5%
CC1(C)CC[C@]2(C(=O)n3ccnc3)CC[C@]3(C)[C@H](C(=O)C=C4[C@@]5(C)C=C(C#N)C(=O)C(C)(C)[C@@H]5CC[C@]43C)[C@@H]2C1 | i | nt | nt | 1% | nt
COc1ccccc1-n1c(C)c(C(=O)O)c2cc(OC)c3ccccc3c21 | 2.9% | 22% | 12% | -9% | -14%
CN(Cc1cnn(C)c1)C(=O)c1ccc(OC2CCN(CCc3ccccc3)CC2)cc1 | 0.2% | -28% | 10% | 7% | 7%
Cc1ccc(NC(=O)CCCn2c(=O)oc3ccccc32)c(O)c1 | 5.2% | -6% | -4% | 2% | -9%
Cc1nc(C)c(-c2ccc(SCC(=O)Nc3ccccc3)nn2)s1 | 1.4% | ? | -4% | -5% | -9%
Cn1c(SCc2ccc(F)cc2)nnc1-c1ccccn1 | 0.9% | 44% | -6% | -2% | 4%
O=C(N/N=C/c1ccc(F)c(F)c1)c1cccc(S(=O)(=O)N2CCCCC2)c1 | i | 3% | 1% | -9% | nt
NC(=O)c1ccc(S(=O)(=O)N2CCSCC2)cc1 | 0.4% | 18% | 0% | 0% | 1%
Cc1sc(NC(=O)C2CCCCC2C(=O)O)c(C(N)=O)c1-c1ccc(C(C)(C)C)cc1 (stereo not given) | 7.2% | 10% | 0% | -23% | 12%
O=[N+]([O-])c1cccc(Nc2c([N+](=O)[O-])ccc3nonc23)c1 | 0.6% | -3% | 10% | 12% | -8%
Cc1c[nH]c2ccccc12 | i | -9% | -2% | -1% | -1%
CCc1c(C)sc2nc(SCC(=O)Nc3cc(C)on3)n(CCOC)c(=O)c12 | 0.5% | 3% | 11% | -5% | 0%

# Shown with values under each structure: part of the list above
# Below each SMILES – VEEV TC-83 Vero | tuberculosis growth | H37Rv inhibition | H1N1 NS1A inhibition | PhoP GFP inhibition
- CN(Cc1cnn(C)c1)C(=O)c1ccc(OC2CCN(CCc3ccccc3)CC2)cc1
    0.2% | -28% | 10% | 7% | 7%
- Cc1ccc(NC(=O)CCCn2c(=O)oc3ccccc32)c(O)c1
    5.2% | -6% | -4% | 2% | -9%
- Cc1nc(C)c(-c2ccc(SCC(=O)Nc3ccccc3)nn2)s1
    1.4% | ? | -4% | -5% | -9%
- Cn1c(SCc2ccc(F)cc2)nnc1-c1ccccn1
    0.9% | 44% | -6% | -2% | 4%
- O=C(N/N=C/c1ccc(F)c(F)c1)c1cccc(S(=O)(=O)N2CCCCC2)c1
    i | 3% | 1% | -9% | nt

# Record cards, from the list above. Screens in order: VEEV TC-83 Vero | tuberculosis growth | H37Rv inhibition | H1N1 NS1A inhibition | PhoP GFP inhibition
# CN(Cc1cnn(C)c1)C(=O)c1ccc(OC2CCN(CCc3ccccc3)CC2)cc1 in the list: 0.2% | -28% | 10% | 7% | 7%
# O=[N+]([O-])c1cccc(Nc2c([N+](=O)[O-])ccc3nonc23)c1 in the list: 0.6% | -3% | 10% | 12% | -8%
# Cn1c(SCc2ccc(F)cc2)nnc1-c1ccccn1 in the list: 0.9% | 44% | -6% | -2% | 4%

# (further entries)
compound | VEEV TC-83 Vero | tuberculosis growth | H37Rv inhibition | H1N1 NS1A inhibition | PhoP GFP inhibition
CCCn1c(C)cc(C)c(C#N)c1=O | i | 6% | 0% | -8% | -8%
CCOC(=O)C1=NN(C(=O)COc2ccccc2)C(O)(c2ccc(Cl)cc2)C1 (stereo not given) | 1.1% | 40% | -6% | -14% | 2%
O=C(NCc1cccnc1)c1sc2ccccc2c1Cl | i | 14% | -9% | 0% | 13%
COc1ccccc1OCc1ccc(C(=O)c2ccccc2)cc1 | 1.8% | 27% | 12% | 1% | 4%
COc1ccc(N2CCN(C(=O)COC(=O)COc3cccc(C(F)(F)F)c3)CC2)cc1 | 3.3% | -11% | -9% | -3% | nt
O=c1cc(-c2ccccc2O)nc(-c2ccccc2)[nH]1 | i | 5% | 15% | 0% | -11%
CC(=O)Nc1nnc(-c2ccc(Cl)s2)o1 | i | nt | -4% | 12% | -2%
C=C1CC(COc2cc(=O)oc3ccccc23)(c2ccccc2)OC1=O (stereo not given) | i | nt | nt | -17% | nt
Cc1ccc(C(=O)c2cc3c(cc2[N+](=O)[O-])OCCO3)cc1 | 0.2% | 23% | 2% | 1% | 7%
O=C(Nc1cccc2ccccc12)N1CCN(Cc2ccc3c(c2)OCO3)CC1 | 2.2% | 19% | 2% | -2% | -7%
Cc1ccc(S(=O)(=O)Nc2cccc3c2O[C@H](CN(C)C(=O)Nc2ccc(C(F)(F)F)cc2)[C@@H](C)CN([C@H](C)CO)C3=O)cc1 | i | 36% | 9% | -5% | nt
CCOc1ccccc1NC(=O)CSc1nnc(-c2ccco2)o1 | i | 5% | -7% | -7% | 2%
S=C(Cc1cccnc1)N1CCOCC1 | 0.2% | -16% | -3% | 19% | -3%
CC1CN(C(=O)N(C)C)CCN1C(=O)N(C)C (stereo not given) | 0.8% | 2% | 5% | -16% | -6%
O=C(Nc1cc(=O)c2ccccc2o1)N1CCCCC1 | 1.9% | 19% | -9% | -2% | -14%
CC1Cc2ccccc2N1C(=O)CSc1nnc(CNc2ccccc2)o1 (stereo not given) | 0.0% | 13% | 1% | -3% | -13%
O=[N+]([O-])c1cnc(N2CCCCC2)c([N+](=O)[O-])c1 | i | ? | 52% | 7% | -2%
CCOC(=O)c1cnc(SC)nc1Nc1cccc(F)c1 | 2.0% | 5% | 2% | -19% | 3%
COc1ccc(C(C(=O)NCC2CCCO2)N(Cc2cccs2)C(=O)c2snc(C(N)=O)c2N)cc1OC (stereo not given) | 9.0% | -1% | -2% | -11% | -11%
COc1ccc(NC(=O)CSc2nnc(Cc3cccn3C)n2-c2ccc(C)cc2)cc1OC | 0.3% | 19% | 1% | 10% | -3%
Cc1onc(-c2ccccc2)c1C(=O)NC(=S)Nc1sc2c(c1C#N)CCCC2 | 1.7% | 80% | 11% | 9% | -3%
C[C@H]([C@@H](N)C(=O)N[C@@H](C(=O)O)[C@@H]1O[C@H](n2ccc(=O)[nH]c2=O)[C@@H](O)[C@H]1O)[C@@H](O)c1ccc(O)cn1 | i | -6% | 3% | 0% | 0%
Cc1cc(NC(=O)c2ccccc2)n(C)n1 | 1.7% | -8% | -6% | -11% | -3%
COc1ccc(-c2ccc(NS(=O)(=O)c3ccc([N+](=O)[O-])cc3)cc2)nn1 | 1.7% | 10% | -3% | 4% | 11%
CCC(CC)NC(=O)c1cc(OC)c(OC)c(OC)c1 | 1.1% | 7% | -2% | 3% | -17%
Cn1c(CNc2ccc(Br)cc2)nc2ccccc21 | i | 69% | -4% | -5% | -6%
O=c1oc2ccccc2c(N2CCCC2)c1[N+](=O)[O-] | 1.2% | 6% | -4% | -16% | 5%
CCOc1cc(/C=N/NC(=O)COc2ccccc2C)ccc1OC(=O)c1cccs1 | i | nt | 55% | 7% | -1%
CCN1C(=O)C2(C(C(=O)c3cc4ccccc4o3)=C(O)C(=O)N2CCCN(C)C)c2ccccc21 (stereo not given) | nt | 8% | -1% | nt | 0%
CC1CCC(N2CCN(c3ccc([N+](=O)[O-])cc3)CC2)CC1 (stereo not given) | 0.2% | 14% | 1% | 4% | 8%
Cc1c(S(=O)(=O)NCc2ccccc2)c(=O)n(C)c(=O)n1C | 12% | 3% | 1% | -5% | 2%
CCN1C(=O)[C@H]2[C@H]3CN=C(SC)N3[C@@](CC)(C(=O)OC)[C@H]2C1=O | i | nt | nt | 17% | nt
CN(C)C(CNC(=O)c1ccc2ccccc2c1)c1ccco1 (stereo not given) | 0.5% | -5% | 0% | -10% | 13%
CN(Cc1ccc(Cl)cc1)C(=O)CNC(=O)C12CC3CC(CC(C3)C1)C2 | 0.2% | 37% | 4% | -3% | nt
c1cc(CNC2C3CC4CC(C3)CC2C4)ccn1 (stereo not given) | 0.2% | 3% | 10% | -6% | -3%
COC(=O)c1sccc1NC(=S)Nc1ccc(F)cc1 | 1.7% | 17% | -2% | -9% | -1%
CCOC(=O)C1CCCN(S(=O)(=O)c2nc3nc(C)cc(C)n3n2)C1 (stereo not given) | 1.6% | 16% | 1% | 3% | 7%
C=CCc1cc(Cl)ccc1OCCN(C)C | i | 15% | -5% | -1% | 4%
O=C(Nc1nccs1)C1CC(=O)N(c2ccccc2Cl)C1 (stereo not given) | 1.8% | -7% | 0% | 3% | -4%
CC(C)C(C)NC(=O)CSc1nnc(-c2c[nH]c3ccccc23)o1 (stereo not given) | 0.5% | 60% | -1% | 2% | 10%
CCCCNC(=O)Cn1c2c(c(-c3ccccc3Cl)cc1=O)CCC2 | 0.6% | -15% | -3% | 1% | -6%
O=C(CCn1nc(-c2ccc(Cl)cc2)ccc1=O)N1CCC2(CC1)OCCO2 | 0.5% | -4% | 6% | -9% | -9%
CC1CCCC(C)N1C(=O)c1cc(-c2ccco2)on1 (stereo not given) | 0.7% | 5% | -13% | -15% | 4%
CCOC(=O)CC(=O)CSc1ccc2nnc(-c3cccc(F)c3)n2n1 | 1.4% | -9% | -1% | 21% | 4%
CC(C)n1c(SCC(=O)Nc2ccccc2)nc2c1c(=O)[nH]c(=O)n2C | 1.0% | 4% | 6% | 1% | 3%
O=C1C=C(c2ccnc3cc(Cl)ccc23)C[C@@H](c2ccc3c(c2)OCO3)C1 | 1.3% | 13% | 30% | 10% | nt
CC1CCCCN1C(=O)c1ccc(S(=O)(=O)N2CCCCC2C)cc1 (stereo not given) | 1.0% | 1% | -7% | -12% | 3%
CN(C)C(=O)N1CCC(C(=O)N2CCCC(C(=O)c3cccc4ccccc34)C2)CC1 (stereo not given) | 0.2% | 12% | -3% | 5% | 2%
CCn1c2ccccc2c2cc(NC(=O)COC(=O)c3ccccc3Br)ccc21 | 1.2% | 31% | 34% | -6% | -1%
O=C(Nc1ccccn1)C1CCN(C(=O)Nc2ccccc2)CC1 | 3.5% | -4% | -1% | -6% | -6%

# (further entries)
compound | VEEV TC-83 Vero | tuberculosis growth | H37Rv inhibition | H1N1 NS1A inhibition | PhoP GFP inhibition
Cn1c(=O)[nH]c(=O)c2c1nc(SCCN1CCCCC1)n2CCCc1ccccc1 | i | 15% | 0% | 4% | 2%
Cc1cccn2c(=O)c3cc(C(=O)NCCc4ccccc4)c(=N)n(CCCn4ccnc4)c3nc12 | 9.7% | 30% | ? | -7% | 4%
COc1ccc(S(=O)(=O)N2CCC(C(=O)N[C@H](C(=O)NCc3ccncc3)C(C)C)CC2)cc1 | 3.5% | 1% | -5% | -3% | 5%
CCCn1cnnc1CNC(=O)C1CCC(=O)N(CCc2ccc(OC)cc2)C1 (stereo not given) | 0.3% | -5% | 5% | 1% | -6%
Nc1nnc(-c2cccc([N+](=O)[O-])c2)s1 | 0.6% | 5% | -3% | nt | 2%
O=S(=O)(c1ccc2c(c1)OCCO2)N1CCCN(S(=O)(=O)c2c(F)cccc2F)CC1 | 1.0% | 11% | -3% | -8% | nt
